Assay outcomes deposited in PubChem BioAssay by Broad Institute.
CFTR F508del cor: correctors of CFTR F508del function in bronchial epithelial cells; CFBE cells, YFP halide quenching; stimulated with forskolin plus potentiator P3; % fluorescence drop versus neutral controls; activity (quench increase), % at 7.58 µM; hit rate 0.36% among 350,000; AID 720511;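 active = mean added fluorescence quench of at least 8% versus neutral control, with both replicates also reaching 8%; inconclusive = only one of the mean or replicate conditions met; inactive = mean below 8% and not both replicates reaching 8%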;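 also: cells transiently co-express mutant CFTR-F508del with the halide-sensitive YFP; corrector assay measuring rescue of mutant channel to the surface after 24 h compound exposure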
CASP6 VEID inh: blocks human caspase-6 cleavage activity; purified caspase-6, Z-VEID-R110 cleavage fluorescence; AID 686996; P55212; inhibition, % at 12.5 µM; hit rate 0.53% among 350,000;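 active = mean inhibition across replicates at least about 35%, with every replicate also reaching that limit, limit read from the data; inconclusive = only one of the two criteria met; inactive = neither criterion met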;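 also: 0% = median of neutral control wells and 100% = no fluorescence left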
Target sequence (P55212 24-179 limits assumed): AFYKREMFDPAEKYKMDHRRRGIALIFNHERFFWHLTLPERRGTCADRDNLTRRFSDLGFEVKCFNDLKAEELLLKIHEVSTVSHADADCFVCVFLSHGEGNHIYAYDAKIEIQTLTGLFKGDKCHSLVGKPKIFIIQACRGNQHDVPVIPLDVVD
Target sequence (P55212 194-293 limits assumed): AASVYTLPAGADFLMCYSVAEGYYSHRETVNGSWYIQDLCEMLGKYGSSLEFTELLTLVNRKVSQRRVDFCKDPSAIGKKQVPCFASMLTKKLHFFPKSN
SIRT5 block: blocks human SIRT5 desuccinylation of peptide | hit rate 1.1% among 330,000 | inhibition, % at 15 µM | Q9NXA8 | AID 652115 | Purified SirT5, succinyl-peptide AMC, trypsin-coupled fluorescence; in the data active = inhibition above about 15%; inconclusive = no clear call, values can overlap the other calls
Target sequence (Q9NXA8 whole entry, looked up): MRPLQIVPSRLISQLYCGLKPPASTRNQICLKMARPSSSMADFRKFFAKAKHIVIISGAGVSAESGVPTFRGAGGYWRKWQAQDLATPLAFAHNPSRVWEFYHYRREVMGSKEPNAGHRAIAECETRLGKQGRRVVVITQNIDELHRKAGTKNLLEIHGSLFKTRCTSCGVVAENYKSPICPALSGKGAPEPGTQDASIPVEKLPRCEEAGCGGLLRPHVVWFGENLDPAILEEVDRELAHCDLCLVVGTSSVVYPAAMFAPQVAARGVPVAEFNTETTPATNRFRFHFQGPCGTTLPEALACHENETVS
miR122 inh: blocks miR-122 activity in Huh7 sensor cells | Huh7 miR-122 Renilla luciferase sensor, 48 h; neutral wells = 0, positive control = 100 | activation (reporter increase), % at 12.5 µM | hit rate 0.3% among 340,000 | AID 602342;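 active = mean replicate activation score at least 90 and every replicate individually at or above 90; inconclusive = only one of the two criteria met; inactive = neither criterion met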;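 also: higher luciferase means less miR-122 activity so hits act as miR-122 inhibitors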
ERp5 block: inhibitors of human ERp5; ERp5 insulin aggregation, absorbance 650 nm, 90 min; inhibition, % at 9.99 µM; Q15084; hit rate 0.05% among 350,000;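 active = mean replicate inhibition above about 25%, with every replicate also reaching it, limit read from the data, passing the limit was not always enough; inconclusive = only one of those two criteria met; inactive = neither criterion met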
Target sequence (Q15084 whole entry, looked up): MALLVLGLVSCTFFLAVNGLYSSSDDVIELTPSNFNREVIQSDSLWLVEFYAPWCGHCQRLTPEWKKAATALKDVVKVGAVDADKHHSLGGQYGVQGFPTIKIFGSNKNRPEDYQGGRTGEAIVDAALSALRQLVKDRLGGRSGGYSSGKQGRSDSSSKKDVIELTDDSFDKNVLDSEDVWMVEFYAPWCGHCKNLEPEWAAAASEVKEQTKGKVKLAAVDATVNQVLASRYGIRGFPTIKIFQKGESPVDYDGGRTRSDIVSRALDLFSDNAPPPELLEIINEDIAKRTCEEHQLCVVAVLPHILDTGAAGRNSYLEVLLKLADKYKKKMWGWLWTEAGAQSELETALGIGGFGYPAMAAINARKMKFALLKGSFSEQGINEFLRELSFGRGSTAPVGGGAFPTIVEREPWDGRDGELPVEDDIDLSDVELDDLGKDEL
ERAP1 inh: inhibitors of human ERAP1 aminopeptidase; recombinant ERAP1, Leu-AMC fluorescence, 60 min; inhibition, % at 10.7 µM; Q9NZ08; hit rate 0.15% among 340,000; AID 652197;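 active = mean replicate inhibition of at least 30%, or all replicates individually reaching that 30% level; inactive = mean below 30% and not every replicate reaching it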;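 also: 0% = neutral control wells and 100% = L-leucinethiol positive control wells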
DENV2 CPE: protects cells from dengue virus 2 cytopathic effect | DENV2-infected cells, cytopathic effect rescue, plate reader | CPE inhibition, % at 9.99 µM | hit rate 1.7% among 350,000; in the data active = CPE inhibition above about 20%, passing the limit was not always enough; inconclusive = no clear call, values can overlap the other calls; tested in BHK-21 cells;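 also: 0% = median of neutral control wells and 100% = median of positive control wells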
Starred values were filed as active, the others as inactive; u = inconclusive; x = not tested or not shown; & = joins results of further samples; ! = repeats disagree; [ ] = another dose, or the depositor's remark. This is a random part of the collection; overall some 4% were active at least once.

SMILES	CFTR F508del cor	CASP6 VEID inh	SIRT5 block	miR122 inh	ERp5 block	ERAP1 inh	DENV2 CPE
O=C(NC1CCN(C(=O)c2cccs2)CC1)c1ccccc1	-1.8	0	-2	-4	0	0	2
O=C(COC(=O)Cc1ccc(S(=O)(=O)N2CCOCC2)s1)Nc1ccccc1Cl	-1.5	-1	0	x	-5	1	6
CS(=O)(=O)N1CCc2cc(C(=O)N3CCN(c4ccc(F)cc4)CC3)ccc21	-2.3	1	-1	-4	-8	3	5
COc1cccc(NC(=O)C[C@@H]2CC[C@H]3[C@H](COc4ccc(NC(=O)C5CCC5)cc4C(=O)N3C)O2)c1	1.0	0	-4	x	4	2	-8
O=C(C[C@H]1CC[C@H](NS(=O)(=O)c2ccc(F)cc2)[C@@H](CO)O1)NC1CCC1	-1.4	2	-7	x	-5	-2	10
C[C@@H](O)CNC(=O)c1[nH]cnc1C(=O)N[C@H](C)c1ccccc1	0.9	-1	12	-4	7	12	8
CO[C@H]1CN(C)C(=O)c2ccc(NC(=O)Nc3ccccc3)cc2OC[C@H](C)N(C(C)=O)C[C@H]1C	x	-1	1	1[16.7 µM]	-2	0	-7
CN(C)C(=O)C[C@@H]1CC[C@@H]2[C@H](COC[C@H](O)CN2C(=O)C2CCCC2)O1	2.6	x	x	-1[16.7 µM]	x	x	-4
O=C(CSc1nnc2ccc(-c3cccnc3)nn12)Nc1ccccc1F	1.8	-4	-3	-1	0	3	-1
CCC(=O)N1C[C@H](O)COC[C@@H]2O[C@@H](CC(=O)NCc3cc(F)cc(F)c3)CC[C@H]21	-0.6	x	x	0[16.7 µM]	x	x	0
C[C@H](CO)N1C[C@H](C)[C@H](CN(C)C)Oc2ncc(-c3ccccc3)cc2C1=O	-0.1&0.5	-6&-3	-3&-3	-2&1[16.7 µM]	2&-5	-2&-1	11&-5
C[C@H]1CN([C@@H](C)CO)S(=O)(=O)c2ccc(C3=CCCC3)cc2O[C@@H]1CN(C)C(=O)c1ccccc1	-0.6	1	1	11[16.7 µM]	-1	-2	-4
COc1cccc(S(=O)(=O)N(C)C[C@@H]2Oc3cc(C4=CCCC4)ccc3S(=O)(=O)N([C@@H](C)CO)C[C@@H]2C)c1	1.5	0	15	-15[16.7 µM]	4	0	-4
COc1ccc(S(=O)(=O)NNC(=O)Nc2ccc(F)cc2F)c(OC)c1	2.8	21	0	x	-10	-2	-4
Cc1csc2nc(O)c(C(=O)NCCCN3CCCC3=O)c(=O)n12	1.1	-3	-1	-4	1	-3	4
C[C@@H]1CN([C@@H](C)CO)C(=O)Cc2cc(NS(=O)(=O)c3ccc(F)cc3)ccc2O[C@H]1CN(C)S(=O)(=O)c1cn(C)cn1	-0.5	x	-2	1[16.7 µM]	6	3	-2
COc1ccc(Nc2nc3cc(C)ccc3cc2C#N)cc1	1.5	-2	-3	4	0	-3	-4
C[C@H]1CN([C@@H](C)CO)C(=O)c2cc(NC(=O)Nc3ccc(C(F)(F)F)cc3)ccc2O[C@H]1CN(C)Cc1ccccc1	1.5	-2	-4	-13[16.7 µM]	-16	-1	0
NS(=O)(=O)c1ccc(NNC(=O)c2ccc(Br)o2)c([N+](=O)[O-])c1	8.0*	4	4	-12	3	3	10
Cc1cc(C)n2nc(SCC(=O)N3CCCC(C)C3)nc2n1 (stereo not given)	-2.8	-4	x	-1	-7	-4	-6
COc1ccc(C(C)=O)cc1COC(=O)CCC(=O)N(CC(C)C)c1c(N)n(CC(C)C)c(=O)[nH]c1=O	0.3	1	1	1	0	0	3
O=S(=O)(Nc1ccc(-c2ccc3nncn3n2)cc1)c1ccccc1Cl	2.6	-8	0	x	-4	0	7
CCn1nc(C)c(/C=C/C(=O)Nc2ccc(C)cc2C)c1C	-0.1	0	37*	x	4	1	89*
O=C(COc1cccnc1[N+](=O)[O-])c1c[nH]c2ccccc12	-0.3	0	-32	30	-5	-3	-1
Cc1ccc(NC(=O)C2CCCN(S(=O)(=O)c3ccc4[nH]c(=O)ccc4c3)C2)c(C)c1 (stereo not given)	0.1	1	x	-5	-1	x	-2
O=C(O)c1ccccc1C(=O)NNc1ccc(F)cc1F	-1.7	1	0	x	-3	2	0
Cc1ccccc1C1=Nn2c(nnc2-c2ccco2)SC1	0.0	0	-1	7	-1	7	-1
Cc1ccccc1S(=O)(=O)N[C@@H]1CC[C@H](CCn2cc(-c3ccc(F)cc3)nn2)O[C@@H]1CO	-2.8	3	-5	27[16.7 µM]	0	-1	-8
O=C(Nc1nc2ccccc2c(=O)s1)c1ccc(F)cc1Cl	0.4	1	-4	-4	1	-2	2
CCCC#Cc1cnc2c(c1)C(=O)N([C@H](C)CO)C[C@H](C)[C@H](CN(C)C(=O)c1ccccc1)O2	0.9	1	0	u	1	1	0
CCN1CCN(CCNC(=O)Cn2c(=O)c3cccn3c3ccc(F)cc32)CC1	2.0	-8	-2	-2	0	0	10
O=C(C[C@@H]1CC[C@@H]2[C@H](COC[C@@H](O)CN2Cc2nccs2)O1)NCc1ccccc1Cl	-0.5	x	x	-7[16.7 µM]	x	x	4
COc1ccccc1C#Cc1ccc2c(c1)O[C@@H](CN(C)Cc1cccnc1)[C@H](C)CN([C@H](C)CO)S2(=O)=O	8.2*	0	-1	-28[16.7 µM]	-3	4	-22
Nc1nc(N)c2cc(Sc3ccc(Cl)cc3)ccc2n1	3.3	-3	-15	x	5	0	-4
CCCOc1ccc(C(=O)Nc2ccc3c(c2)OCO3)cc1	2.1	-2	-3	x	4	4	2
CC1(c2ccccc2)NC(=O)N(CC(=O)Nc2ccc(S(=O)(=O)NC3=NCCCCC3)cc2)C1=O (stereo not given)	2.7	-3	-1	-15	0	-3	5
COc1ccc(CC(=O)Nc2nnc(C(C)(C)C)s2)cc1OC	0.5	3	-2	x	5	14	-8
OC[C@H]1[C@@H](c2ccc(C#Cc3ccccc3F)cc2)[C@@H]2CN(Cc3cncnc3)CCCCN12	2.4	-2	1	-11[16.7 µM]	-1	0	-26
COc1cc(NC(=O)Cn2nc(Cc3cccnc3)c3ccccc3c2=O)cc(OC)c1OC	-4.3	0	-1	x	6	-3	-6
Cc1cc(Cl)ccc1OCc1nc(-c2ccncc2)no1	-1.6	3	2	x	-3	2	6
COc1cc(/C=N/n2cc(-c3ccccc3)[nH]c2=S)cc(OC)c1O	-1.7	0	0	2	-2	2	-1
CC(=O)N[C@@H]1CC[C@@H](CC(=O)NCC2CCCCC2)O[C@@H]1CO	0.4	0	0	x	-5	-3	-7
CCCNc1nc(-c2cc(-c3ccc(Cl)cc3)on2)cc(C(C)C)n1	-3.9	0	x	1	-4	2	-9
COc1ccc(C)cc1S(=O)(=O)NC(C)C(=O)Nc1ccc2c(c1)OCO2 (stereo not given)	-2.9	1	0	9	4	-4	0
C[C@@H]1CN([C@H](C)CO)C(=O)c2cc(NC(=O)CCCCCC(=O)Nc3ccccc3N)ccc2O[C@H]1CN(C)C	-3.7	-1	x	13[16.7 µM]	6	-2	u
C[C@@H](NC(=O)C[C@@H]1CC[C@@H](NC(=O)Nc2ccc3c(c2)OCO3)[C@@H](CO)O1)c1ccccc1	-3.2	-2	0	2[16.7 µM]	-1	-1	-5
C[C@H]1CCCCO[C@H](CN(C)Cc2ccccc2)[C@@H](C)CN([C@@H](C)CO)C(=O)c2cc(NS(=O)(=O)c3ccccc3)ccc2O1	0.2	1	-2	14[16.7 µM]	8	2	-7
C[C@H](NC(=O)C[C@@H]1CC[C@@H](NC(=O)C2CCOCC2)[C@@H](CO)O1)c1ccccc1	-0.5	-3	0	x	-2	2	19
C[C@@H]1CN([C@@H](C)CO)C(=O)c2cc(NC(=O)Nc3ccc(F)cc3)ccc2O[C@@H]1CN(C)S(=O)(=O)c1ccccc1	2.1	3	-1	14[16.7 µM]	0	-3	u
COc1ccc2oc(C(=O)OCC(=O)N(C)c3c(N)n(Cc4ccccc4)c(=O)[nH]c3=O)c(C)c2c1	3.7	5	-3	-3	2	-1	-6
O=C1NC2(CCCCCC2)C(=O)N1Cc1ccccc1	-1.2	-1	-2	-1	2	-8	-5
C[C@H](O)C#Cc1cnc2c(c1)C(=O)N([C@@H](C)CO)C[C@@H](C)[C@@H](CN(C)C(=O)c1ccccc1F)O2	-2.5	0	-2	-10[16.7 µM]	-4	3	-1
COc1ccc(C#Cc2ccc([C@@H]3[C@H]4CN(C(=O)c5cccnc5)CC(=O)N4[C@H]3CO)cc2)cc1	-2.2	1	-2	x	6	2	-4
O=C1CN(Cc2ccc(F)cc2)C[C@H]2[C@H](c3ccc(-c4ccccc4F)cc3)[C@@H](CO)N12	1.6	-1	2	x	-2	-1	2
CCc1nc2ccc(C(=O)NCCCn3ccnc3)cn2c1N(C)C(=O)C1CCCCC1	-1.7	-2	x	4	9	-2	0
CN(Cc1ccc(-n2cccn2)cc1)Cc1cn(C)nc1-c1ccccc1F	-3.7	0	0	x	1	-1	-1
Cc1ccc(OCc2nc3ccccc3n2C(C)C(=O)Nc2c(C)cccc2C)cc1 (stereo not given)	3.6	1	x	x	2	7	-9
CC(=O)c1ccc(NC(=O)CSc2nnc(C3CC3)n2C)cc1	-0.4	2	0	-3	2	2	-5
Cc1cc(NC(=O)COc2ccc3ccccc3c2)no1	-2.2	x	-4	x	-4	0	2
O=C(c1cccc(Cl)c1)N1CCC(c2nc3ccccc3[nH]2)CC1	-2.2	0	-4	1	-10	-3	-7

Other entries follow.
SMILES	CFTR F508del cor	CASP6 VEID inh	SIRT5 block	miR122 inh	ERp5 block	ERAP1 inh	DENV2 CPE
Cc1sc2ncnc(SCC(=O)NC3CCS(=O)(=O)C3)c2c1C (stereo not given)	2.7	4	x	0	-1	-2	4
COc1cccc(-c2ccc3c(c2)[C@H]2[C@H](CCN2S(=O)(=O)c2cn(C)cn2)[C@@H](CO)N3)c1	-1.4	2	1	4[16.7 µM]	1	-1	98*
O=C(O)C1CSC2(c3ccc(Br)cc3)CCC(=O)N12 (stereo not given)	-3.1	-7	0	x	-1	1	-1
COc1ccc(C(=O)NCc2nnc(SCC(=O)NC3CCCCC3)n2C)cc1	-1.6	0	-3	-5	-1	30*	0
CCOC(=O)C1CCCN(C(=O)c2ccccc2OC(F)(F)F)CC1 (stereo not given)	2.2	-2	x	5	-7	-2	u
O=C(CCn1ccnc1)Nc1nc2ccccc2[nH]1	-0.7	-1	-2	-7	u	4	-3
O=C(N/N=C/c1cccnc1)c1ccc(CN2c3cccc4cccc(c34)S2(=O)=O)cc1	-0.7	-3	-7	5	3	-3	-6
COc1ccc([C@@H]2Sc3ccccc3NC(=O)[C@@H]2O)cc1	-0.3	1	x	x	0	x	4
COc1ccc(NC(=O)Nc2ccc3c(c2)C(=O)N([C@H](C)CO)C[C@H](C)[C@H](CN(C)S(C)(=O)=O)O3)cc1	0.6	0	0	-18[16.7 µM]	1	3	4
CC(=O)N1CCOc2ccc(S(=O)(=O)Nc3cccc(C)c3)cc21	1.8	-2	-1	130*	-2	-1	-1
Cc1ccccc1S(=O)(=O)N1[C@@H]2CNC[C@H]1C2c1ccc(/C=C/c2ccccc2)cc1 (stereo not given in full)	0.5&-1.1	1&4	4&2	x	1&-1	-2&0	25*!
Cc1noc(C)c1NC(=O)N(C)C[C@@H]1Oc2ncc(C#Cc3ccc(F)cc3)cc2C(=O)N([C@H](C)CO)C[C@@H]1C	-1.2	1	11	-5[16.7 µM]	-3	-4	-10
CCCCN(C)C(=O)c1sc(=O)n(CC(=O)c2ccccc2OC)c1C	0.8	-2	x	x	-6	x	11
O=C(N/N=C/C=C\c1ccccc1[N+](=O)[O-])c1ccncc1	-0.1	0	5	-1	0	-1	7
CCCNC(=O)C[C@@H]1CC[C@H]2[C@H](COc3ccc(NC(=O)Nc4c(C)noc4C)cc3C(=O)N2C)O1	-2.3	0	-6	0[16.7 µM]	1	1	u
CCOC(=O)N1CCN(C(=S)Nc2ccccc2C)CC1	0.7	-1	-5	-4	18	1	-5
